CCHFV vOTU inh: CCHFV vOTU protease inhibitors, primary screen, biochemical, Pep-AMC substrate, fluorescence. inhibition, % at 11.5 µM. 0.55% of 370,000 active; further: 0% = vehicle wells with enzyme and 100% = no enzyme wells
GDH-TPI counter: GDH-TPI coupling enzyme inhibitors, primary screen, artefact control for M. tuberculosis FBA inhibitor project, biochemical, absorbance, full deck | GDH-TPI coupled enzyme counterscreen, NADH absorbance | inhibition, % at 4.8 µM | 1.2% of 360,000 active;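 further: 0% = DMSO wells and 100% = wells lacking the enzyme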
FadD28 FP inh: inhibitors of FadD28 bisubstrate probe binding, primary screen, biochemical, fluorescence polarization, single point | 0.22% of 360,000 active | Mycobacterium tuberculosis FadD28 fatty-acid-AMP ligase | inhibition, % at 12.5 µM; in the data active means inhibition above about 8.5%, passing the limit was not always enough; inconclusive means no clear call, values can overlap the other calls
BioA inh: M. tuberculosis BioA enzyme inhibitors, primary screen, biochemical, plate reader, single point, HTS. inhibition, % at 9.99 µM. 7,8-diaminopelargonic acid synthase BioA (Mycobacterium tuberculosis). purified M. tuberculosis BioA enzyme. 0.096% of 360,000 active; in the data active means inhibition above about 40%; inconclusive means no clear call, values can overlap the other calls
BoNT F protease: BoNT/F light chain protease inhibitors, primary screen, biochemical, flow cytometry, MLPCN library | Botulinum neurotoxin type F light chain protease (Clostridium botulinum) | Multiplex microsphere protease cleavage assay | inhibition, % at 10 µM | 0.22% of 360,000 active | AID 588497, 2011; in the data active means inhibition above about 35%, passing the limit was not always enough; inconclusive means no clear call, values can overlap the other calls; further: plate controls were buffer without enzyme for full effect and enzyme alone for no effect
PrPC surface inh: inhibitors of human cell surface prion protein PrPC, primary screen, cell-based, TR-FRET; Major prion protein (Homo sapiens), P04156; TR-FRET read-out; inhibition, % at 13.8 µM; 0.43% of 370,000 active; AID 720596, 2013; in the data active means inhibition above about 24%; further: 0% = median of the test wells and 100% = reference compound wells
BoNT-A LC inh2: BoNT/A light chain protease inhibitors, primary screen, biochemical, flow cytometry, MLPCN library; Botulinum neurotoxin type A light chain protease (Clostridium botulinum A str. ATCC 3502); 0.17% of 360,000 active; inhibition, % at 10 µM; multiplex microsphere protease substrate cleavage; in the data active means inhibition above about 30%; inconclusive means no clear call, values can overlap the other calls; further: plate controls were buffer without enzyme for full effect and enzyme alone for no effect
Mtb UGM inh: M. tuberculosis UGM enzyme inhibitors, primary screen, biochemical, fluorescence polarization, single point; inhibition, % at 10 µM; purified UGM, fluorescence polarization probe displacement; 0.06% of 320,000 active; in the data active means inhibition above about 10%, passing the limit was not always enough; inconclusive means no clear call, values can overlap the other calls
Target sequence (P9WIQ1 whole entry, looked up): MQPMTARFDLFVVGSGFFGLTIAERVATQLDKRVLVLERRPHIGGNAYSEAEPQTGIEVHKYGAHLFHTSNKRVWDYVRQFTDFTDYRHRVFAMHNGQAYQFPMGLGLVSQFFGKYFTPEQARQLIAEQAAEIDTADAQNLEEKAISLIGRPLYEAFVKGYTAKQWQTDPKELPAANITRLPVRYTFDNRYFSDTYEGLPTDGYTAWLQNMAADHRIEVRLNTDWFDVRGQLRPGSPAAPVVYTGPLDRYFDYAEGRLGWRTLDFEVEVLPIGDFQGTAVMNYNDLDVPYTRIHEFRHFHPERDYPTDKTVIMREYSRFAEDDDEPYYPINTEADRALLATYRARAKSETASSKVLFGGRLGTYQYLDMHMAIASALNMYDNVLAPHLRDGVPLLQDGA
FBA Mtb inh: Mtb FBA enzyme inhibitors, primary screen, biochemical, fluorescence, strain H37Rv. Fructose-bisphosphate aldolase (Mycobacterium tuberculosis (strain ATCC 25618 / H37Rv)), …. purified M. tuberculosis FBA, fluorescence read-out. 2.3% of 360,000 active. inhibition, % at 1 µM; in the data active means inhibition above about 27%;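 further: 0% = vehicle and 100% = reference inhibitor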
Target sequence (P9WQA3 whole entry, looked up): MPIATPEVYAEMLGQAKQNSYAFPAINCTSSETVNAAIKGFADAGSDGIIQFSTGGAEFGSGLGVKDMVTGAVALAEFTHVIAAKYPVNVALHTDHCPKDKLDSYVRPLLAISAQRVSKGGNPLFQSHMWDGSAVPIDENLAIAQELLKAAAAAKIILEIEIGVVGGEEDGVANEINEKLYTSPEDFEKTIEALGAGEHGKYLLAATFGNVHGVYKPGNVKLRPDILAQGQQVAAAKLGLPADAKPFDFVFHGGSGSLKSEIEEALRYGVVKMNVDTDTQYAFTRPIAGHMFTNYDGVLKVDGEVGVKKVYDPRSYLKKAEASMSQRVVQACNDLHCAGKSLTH
The depositor's hits bear a star. Unless noted, no stated cut-off is given here; in the data, active means inhibition above about 30%; inactive means the rest.

How did C[C@]12CCC3C(CC[C@H]4C[C@H](O)CC[C@]34C)C1C[C@@H](O)[C@H]2O (some centres not stated) do in these assays?
CCHFV vOTU inh: 5; GDH-TPI counter: 4; FadD28 FP inh: -0.7; BioA inh: -1.8; BoNT F protease: -3; PrPC surface inh: -3; BoNT-A LC inh2: -0.2; FBA Mtb inh: 0

How did CC(C)(C)OC(=O)N1CCC[C@H]1c1nnc(SC/C=C/c2ccccc2)o1 do in these assays?
CCHFV vOTU inh: 10; GDH-TPI counter: 4; FadD28 FP inh: -2.9; BioA inh: 3.5; BoNT F protease: -6; PrPC surface inh: -3; BoNT-A LC inh2: 1.9; Mtb UGM inh: -1.0; FBA Mtb inh: 1

What do the screens show for `COCCSc1nc2c(c(=O)[nH]c(=O)n2C)n1CCCc1ccccc1`?
CCHFV vOTU inh: -17; GDH-TPI counter: 17; FadD28 FP inh: -2.2; BioA inh: -1.8; BoNT F protease: inconclusive; PrPC surface inh: -2; BoNT-A LC inh2: 3.1; Mtb UGM inh: 0.6; FBA Mtb inh: -1

Results for CCc1nnc(NS(=O)(=O)c2ccc(N/C=C\C(=O)c3ccc(C)cc3)cc2)s1 ?
CCHFV vOTU inh: 13; GDH-TPI counter: 12; FadD28 FP inh: 0.1; BioA inh: 3.4; BoNT F protease: inconclusive; PrPC surface inh: 0; BoNT-A LC inh2: 0.7; Mtb UGM inh: 1.4; FBA Mtb inh: 9

How did CCCC(=O)Nc1ccc(NC(=O)c2cccc(OC)c2)cn1 do in these assays?
CCHFV vOTU inh: -2; GDH-TPI counter: 17; FadD28 FP inh: -1.2; BioA inh: -1.1; PrPC surface inh: 4; Mtb UGM inh: 1.6; FBA Mtb inh: -1

What do the screens show for `Cc1cc(NC(=O)CCC(=O)N(Cc2ccco2)C(C(=O)NC2CCCCC2)c2ccccc2)no1` (configuration not stated)?
CCHFV vOTU inh: 7; GDH-TPI counter: 4; FadD28 FP inh: -0.4; BioA inh: -1.7; BoNT F protease: -1; PrPC surface inh: 12; BoNT-A LC inh2: -0.8; Mtb UGM inh: 1.7; FBA Mtb inh: -3

Results for COc1cccc2sc(N(CCCN(C)C)C(=O)COc3ccc(Cl)cc3)nc12 ?
CCHFV vOTU inh: -12; GDH-TPI counter: -8; FadD28 FP inh: -8.5; BoNT F protease: -6; PrPC surface inh: -11; BoNT-A LC inh2: -0.3; Mtb UGM inh: -2.9; FBA Mtb inh: 1

How did N#Cc1ccc(C(=O)OCC(=O)NC2CCCC2)cc1 do in these assays?
CCHFV vOTU inh: -10; GDH-TPI counter: 11; FadD28 FP inh: 0.8; BioA inh: -2.1; BoNT F protease: -3; PrPC surface inh: -3; BoNT-A LC inh2: -1.2; Mtb UGM inh: 0.0; FBA Mtb inh: -1

Results for CCOP(=O)(OCC)c1nc(-c2cccc3ccccc23)oc1NCc1ccc(OC)cc1 ?
CCHFV vOTU inh: -73; GDH-TPI counter: -3; FadD28 FP inh: -1.9; BoNT F protease: -11; PrPC surface inh: 10; BoNT-A LC inh2: -2.2; Mtb UGM inh: -3.3; FBA Mtb inh: 169*

Results for O=C(Nc1ccc2oc(=O)ccc2c1)c1cccnc1 ?
CCHFV vOTU inh: 5; GDH-TPI counter: 9; FadD28 FP inh: -0.2; BioA inh: 38; BoNT F protease: 5; PrPC surface inh: -3; BoNT-A LC inh2: -1.9; Mtb UGM inh: -0.8; FBA Mtb inh: 8

Results for O=C(Nc1nccs1)c1ccc(COc2c(F)c(F)cc(F)c2F)o1 ?
CCHFV vOTU inh: 15; GDH-TPI counter: 11; FadD28 FP inh: -1.2; BioA inh: -1.0; BoNT F protease: -6; PrPC surface inh: 8; BoNT-A LC inh2: -3.2; Mtb UGM inh: -0.7; FBA Mtb inh: 0

Results for N#Cc1c2n(c3c(=O)n(CC(=O)c4ccc([N+](=O)[O-])cc4)cnc13)CCCCC2 ?
CCHFV vOTU inh: -4; GDH-TPI counter: 14; FadD28 FP inh: -1.2; BoNT F protease: -5; PrPC surface inh: 3; BoNT-A LC inh2: -0.3; Mtb UGM inh: 0.1; FBA Mtb inh: 5

Results for CCC1CCCCN1C(=O)COC(=O)c1cncc(Br)c1 (configuration not stated) ?
CCHFV vOTU inh: 1; GDH-TPI counter: -4; FadD28 FP inh: -2.7; BioA inh: -1.0; BoNT F protease: 3; PrPC surface inh: 9; BoNT-A LC inh2: 0.0; FBA Mtb inh: 1

Results for COc1ccc(S(=O)(=O)N2CCC(C(=O)Oc3ccc(C)cc3)CC2)cc1OC ?
CCHFV vOTU inh: 0; GDH-TPI counter: 9; FadD28 FP inh: -1.0; BioA inh: -2.8; BoNT F protease: -2; PrPC surface inh: 8; BoNT-A LC inh2: 1.3; FBA Mtb inh: 2

How did COc1ccc(OC)c(NC(=O)CSc2nc(N)c(-c3ccccc3)c(=O)[nH]2)c1 do in these assays?
CCHFV vOTU inh: -3; GDH-TPI counter: 8; FadD28 FP inh: 2.1; BioA inh: 1.2; BoNT F protease: -13; PrPC surface inh: 7; BoNT-A LC inh2: 0.4; Mtb UGM inh: -1.4; FBA Mtb inh: 1

What do the screens show for `CCC(=O)Nc1cccc(C2=NOC3(C2)C[C@@H](C(N)=O)N(C(=O)CC)C3)c1` (some centres not stated)?
CCHFV vOTU inh: -2; GDH-TPI counter: -11; FadD28 FP inh: 0.8; BioA inh: 1.0; BoNT F protease: -1; PrPC surface inh: -2; BoNT-A LC inh2: -0.6; Mtb UGM inh: 1.9; FBA Mtb inh: 4

How did O=C(c1ccc(F)cc1)N1C2CCC1CC(O)(c1ccc(F)cc1)C2 (configuration not stated) do in these assays?
CCHFV vOTU inh: -5; GDH-TPI counter: 3; FadD28 FP inh: -2.0; BioA inh: 1.2; BoNT F protease: -12; PrPC surface inh: -2; BoNT-A LC inh2: -0.7; Mtb UGM inh: 2.6; FBA Mtb inh: -5

Results for O=C(c1cc2cc(Cl)ccc2[nH]1)N1CCCCC1 ?
CCHFV vOTU inh: -5; GDH-TPI counter: 12; FadD28 FP inh: inconclusive; BioA inh: -2.2; BoNT F protease: inconclusive; PrPC surface inh: 7; BoNT-A LC inh2: -5.9; Mtb UGM inh: 0.5; FBA Mtb inh: -2

Results for CCOC(=O)N1CCN(S(=O)(=O)c2ccc(C(=O)Nc3nnc(CSC)o3)cc2)CC1 ?
CCHFV vOTU inh: 1; GDH-TPI counter: 4; FadD28 FP inh: 0.7; BoNT F protease: -25; PrPC surface inh: 3; BoNT-A LC inh2: -1.5; Mtb UGM inh: 3.6; FBA Mtb inh: 1

How did COc1cc2oc(=O)cc(C)c2c(OC)c1OC do in these assays?
CCHFV vOTU inh: -5; GDH-TPI counter: 15; FadD28 FP inh: -1.7; BoNT F protease: -3; PrPC surface inh: -1; BoNT-A LC inh2: 0.1; Mtb UGM inh: -0.5; FBA Mtb inh: 4

What do the screens show for `COc1cccc(-c2cccc3c2NC(=O)C3(C)Cc2ccccc2F)c1` (configuration not stated)?
CCHFV vOTU inh: 5; GDH-TPI counter: 4; FadD28 FP inh: -0.6; BioA inh: -0.5; BoNT F protease: -5; PrPC surface inh: 5; BoNT-A LC inh2: -0.1; FBA Mtb inh: -2

Results for COC(=O)c1c(NC(C)=O)sc2c1CCN(Cc1ccccc1)C2 ?
CCHFV vOTU inh: -2; GDH-TPI counter: 7; FadD28 FP inh: 0.7; BioA inh: -0.2; BoNT F protease: -5; PrPC surface inh: -6; BoNT-A LC inh2: 0.6; Mtb UGM inh: -1.2; FBA Mtb inh: 3

What do the screens show for `Cc1nc2c(OCc3cccc(Cl)c3)cccn2c1N(C)CC1CC1`?
GDH-TPI counter: 15; FadD28 FP inh: -0.9; BioA inh: -2.0; BoNT F protease: -6; BoNT-A LC inh2: -0.1; FBA Mtb inh: 4

Results for CC(=O)c1cccc(S(=O)(=O)N2CCC(C(=O)N(C)Cc3ccc(Cl)s3)CC2)c1 ?
CCHFV vOTU inh: -6; GDH-TPI counter: 16; FadD28 FP inh: -2.4; BioA inh: 4.4; BoNT F protease: 4; PrPC surface inh: -3; BoNT-A LC inh2: 0.7; Mtb UGM inh: -0.8; FBA Mtb inh: -1

What do the screens show for `Cc1cc(C)n2nc(SCC(=O)NC3CCCC(C)C3C)nc2n1` (configuration not stated)?
CCHFV vOTU inh: -3; GDH-TPI counter: 7; FadD28 FP inh: -1.6; BioA inh: 3.5; BoNT F protease: -18; PrPC surface inh: 9; BoNT-A LC inh2: -7.5; Mtb UGM inh: 4.4; FBA Mtb inh: 5

Results for CCOc1ccc(NCC(=O)N/N=C/C=C/c2ccccc2)cc1 ?
CCHFV vOTU inh: 17; GDH-TPI counter: 12; FadD28 FP inh: -3.2; BoNT F protease: -2; PrPC surface inh: -2; BoNT-A LC inh2: -0.6; Mtb UGM inh: 0.5; FBA Mtb inh: -2

What do the screens show for `CC(=O)NCCc1nc2cc(NC(=O)COc3ccc(C)cc3)ccc2n1C`?
CCHFV vOTU inh: 1; GDH-TPI counter: -2; FadD28 FP inh: -3.1; BioA inh: -0.1; BoNT F protease: 11; PrPC surface inh: -4; BoNT-A LC inh2: 1.5; Mtb UGM inh: 1.6; FBA Mtb inh: -4

What do the screens show for `Cc1sc2ncnc(N3CCC(C(=O)Oc4cccc(Cl)c4Cl)CC3)c2c1C`?
CCHFV vOTU inh: -2; GDH-TPI counter: -1; FadD28 FP inh: -1.2; BioA inh: -0.7; BoNT F protease: -6; PrPC surface inh: 1; BoNT-A LC inh2: 0.2; Mtb UGM inh: -0.4; FBA Mtb inh: 1

How did CSc1ccc(C2NC(=O)CCC2[N+](=O)[O-])cc1 (configuration not stated) do in these assays?
CCHFV vOTU inh: 6; GDH-TPI counter: 1; FadD28 FP inh: 0.0; BioA inh: -1.5; BoNT F protease: 12; PrPC surface inh: 0; BoNT-A LC inh2: -3.2; Mtb UGM inh: 1.4; FBA Mtb inh: 3

What do the screens show for `O=C1C2CCCN2C(=O)N1CCN1CCN(CCO)CC1` (configuration not stated)?
CCHFV vOTU inh: 5; GDH-TPI counter: 6; FadD28 FP inh: -1.6; BioA inh: 0.5; BoNT F protease: 5; PrPC surface inh: -8; BoNT-A LC inh2: 0.3; Mtb UGM inh: -0.6; FBA Mtb inh: -5

Results for O=C(CSc1cn(CCNC(=O)c2ccccc2F)c2ccccc12)NCC1CCCO1 (configuration not stated) ?
CCHFV vOTU inh: -9; GDH-TPI counter: 3; FadD28 FP inh: -1.1; BioA inh: 0.3; BoNT F protease: -6; PrPC surface inh: 2; BoNT-A LC inh2: 1.0; Mtb UGM inh: 1.3; FBA Mtb inh: -1

How did COc1ccc(C2=NOC3(CC(=O)N(c4ccc(F)cc4)C3=O)C2)c(OC)c1 (configuration not stated) do in these assays?
CCHFV vOTU inh: 4; GDH-TPI counter: 9; FadD28 FP inh: -1.8; BioA inh: 0.6; BoNT F protease: 7; PrPC surface inh: -3; BoNT-A LC inh2: 5.2; Mtb UGM inh: -2.3; FBA Mtb inh: 2

Looked up one by one from the entries so far:
What do the screens show for `Cc1sc2ncnc(N3CCC(C(=O)Oc4cccc(Cl)c4Cl)CC3)c2c1C`?
CCHFV vOTU inh: -2; GDH-TPI counter: -1; FadD28 FP inh: -1.2; BioA inh: -0.7; BoNT F protease: -6; PrPC surface inh: 1; BoNT-A LC inh2: 0.2; Mtb UGM inh: -0.4; FBA Mtb inh: 1

Results for CC(=O)c1cccc(S(=O)(=O)N2CCC(C(=O)N(C)Cc3ccc(Cl)s3)CC2)c1 ?
CCHFV vOTU inh: -6; GDH-TPI counter: 16; FadD28 FP inh: -2.4; BioA inh: 4.4; BoNT F protease: 4; PrPC surface inh: -3; BoNT-A LC inh2: 0.7; Mtb UGM inh: -0.8; FBA Mtb inh: -1

High-throughput results from PubChem BioAssay.
